# MsrA inhibitor = inhibitors of bovine MsrA. purified bovine MsrA, absorbance read-out. inhibition, % at 15.5 µM. 360,000 compounds, 0.75% hits. AID 651718; in the data active = inhibition above about 4.5%;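 note: 0% = vehicle wells with enzyme and 100% = reference inhibitor wells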
# Scp1 inh = Scp-1 (human) phosphatase inhibition | Q9GZU7 | 340,000 compounds, 0.88% hits | AID 493091 | Recombinant Scp1, phosphopeptide, malachite green phosphate absorbance | inhibition, % at 20 µM;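 active = inhibition above about 50% at 20 µM, limit read from the data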;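 note: plate controls were DMSO wells with enzyme for no effect and wells lacking enzyme for full effect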
# Target sequence (Q9GZU7 76-261 limits assumed): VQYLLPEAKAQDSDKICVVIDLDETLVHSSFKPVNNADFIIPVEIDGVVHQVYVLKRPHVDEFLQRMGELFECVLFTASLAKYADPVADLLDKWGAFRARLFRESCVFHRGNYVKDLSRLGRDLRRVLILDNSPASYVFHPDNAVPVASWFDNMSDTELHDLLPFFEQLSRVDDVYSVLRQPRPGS
#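 Material – SCP-1 phosphatase catalytic domain, residues 76-261 · Buffer or medium – Acidic Tris acetate buffer with magnesium and detergent · Also added – Phospho 17-mer peptide substrate · Compound – single 20 µM dose, 1% DMSO · Times – 45 min room-temperature reaction, 5 min colour, 30 min stabiliser · Technique – Phosphate-binding colour reagent, absorbance read at 630 nm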
# * hit, by the source's call; / = not tested or not shown. An excerpt. The share of hits here may be higher or lower than overall.
SMILES,MsrA inhibitor,Scp1 inh
CC(NC(=O)c1ccccc1)c1nc2ccccc2n1Cc1ccccc1F (stereo not given),1.1,/
O=C(NCC1CCN(C(=O)C(=O)c2cccs2)CC1)c1ccncc1,0.4,/
COc1cccc(CNC(=O)[C@H]2CCCN2C(=O)[C@H]2CCCN2C(=O)c2ccc(C)c(C)c2)c1,-0.2,/
CCN=C1NC(c2ccc(F)cc2)C(C(=O)OC)=C(C)N1Cc1ccc(C(F)(F)F)cc1 (stereo not given),-1.3,/
c1cncc(CSc2nnc(-c3cccnc3)n2Cc2ccco2)c1,-1.0,/
CCC(=O)Nc1ccc(-n2nnnc2SCC(=O)NNC(=O)c2ccco2)cc1,-0.4,-1
Cc1cc(C)c2cc(CN(CCO)C(=O)Nc3ccc(Cl)cc3)c(=O)[nH]c2c1,-0.4,3
CCOC(=O)c1ccccc1NC(=O)Cn1cnc2c(cnn2-c2ccc(OC)cc2)c1=O,-0.6,-2
CCOP(=O)(c1ccccc1)c1nc(-c2ccccc2C)oc1N1CCCCC1 (stereo not given),1.1,-8
CCOC(=O)C1CCN(S(=O)(=O)c2ccc(-c3nc4ccccc4s3)s2)CC1,0.5,-1
CC(=O)Nc1ccc(S(=O)(=O)NC(CC(=O)NC2CCCCC2C)C(C)C)cc1 (stereo not given),-1.0,2
COc1ccc(-c2csc(NC(=S)NC(=O)/C=C/c3ccccc3)n2)cc1Br,-1.0,-14
CC1(C)N([O-])c2cc([N+](=O)[O-])ccc2[N+]1=O,0.5,28
O=C(c1ccc(F)cc1)C(CCCCCC(CN1CCOCC1)C(=O)c1ccc(F)cc1)CN1CCOCC1 (stereo not given),0.0,-6
COc1ccc(-c2noc3c2-c2nc(-c4ccccc4C)sc2CC3)cc1,-0.9,-11
O=C(O)COc1ccccc1/C=C1\SC(=S)N(c2cccnc2)C1=O,2.1,1
COC(=O)c1ccc(-c2sc3nc(N4CCOCC4)c4c(c3c2N)CCCC4)o1,2.6,38
N#Cc1ccc(OCC(=O)Nc2cc(S(=O)(=O)N3CCOCC3)ccc2N2CCCC2)cc1,-0.2,-2
CC(C)(C)OC(=O)CNC(=O)c1[nH]cnc1C(=O)NC1CCN(C(=O)OC(C)(C)C)CC1,0.5,4
Oc1c(C=NCc2ccncc2)sc2ccccc12,0.2,-3
COc1ccc(C)cc1Nc1n[n+](-c2ccccc2)c(-c2c(Cl)cccc2Cl)s1,0.2,9
Cc1cc(CNC(=O)[C@H]2C[C@@H]2[C@H](NP(=O)(c2ccccc2)c2ccccc2)c2ccccc2)nn1C,-0.8,-11
CC(C)C[C@@H](COc1ccccc1)N1CCN(Cc2ccccc2)CCC1=O,0.3,-5
O=C(N1CCN(Cc2ccc3c(c2)OCO3)CC1)C12CC3CC(CC(C3)C1)C2,-0.8,4
O=C(CNC(=O)c1ccccc1O)N/N=C/c1cc(Br)ccc1OC(=O)/C=C/c1ccco1,0.3,21
COc1cc2c(cc1OC)/C(=C/C(=O)N1CCOCC1)NC(C)(C)C2,3.0,-1
COC(=O)C1=C(C(=O)OC)[C@@H]2N(C)c3ccc(OC)cc3[C@@]23C[C@@H](C(=O)OC)N(C(=O)COCc2ccccc2)C3=N1,0.1,-12
O=C(O)CS(=O)(=O)c1ccc(Oc2ccc(S(=O)(=O)CC(=O)O)cc2)cc1,-0.6,3
CC(=O)C(Sc1ncnc2c1nnn2-c1ccc(F)cc1)C(=O)N(C)C (stereo not given),5.7*,-15
CC1(C)C(C=C(Cl)Cl)C1C(=O)Nc1ccc([N+](=O)[O-])cc1 (stereo not given),0.6,-7
CCSc1nnc(NC(=O)CSc2nccn2-c2cccc(C)c2C)s1,0.2,-4
CCCN(CCC)c1nc2ccccc2nc1C(C#N)C(=O)OC(C)COC (stereo not given),-1.2,-3
CC1C(=O)N(Cc2ccc([N+](=O)[O-])cc2)c2ccccc2N1C(=O)C1CC1 (stereo not given),1.2,-4
CCCCCCn1c(=O)[nH]c2nc3cc(N)ccc3nc2c1=O,-0.9,-11
CCCC[C@@H](CN[C@H](C)CNC)NCC1CCC(C(C)(C)C)CC1 (stereo not given in full),-1.6,4
COc1ccccc1CN(Cc1nc2ccccc2c(=O)[nH]1)S(=O)(=O)c1ccc(C)cc1,-0.7,1
CCC(c1nnc(SCCNCCO)n1CCN1CCOCC1)N(C)C (stereo not given),0.8,-6
Cc1ccc(Cc2c(C)nc3nc(SCC(=O)NCCCN4CCCCCC4)nn3c2C)cc1,1.9,-7
COC(=O)[C@@]1(Cc2ccc(OC)cc2)[C@H]2c3cc(C(=O)N4CCCC4)n(Cc4c(CO)[nH]cc(C)c4=O)c3C[C@H]2CN1C(=O)c1ccccc1,1.1,0
Cc1ccc(Sc2ccc(NC(=O)CCl)cc2)c(C)c1,1.8,-11
COc1ccc(Cc2nc3ccc(S(N)(=O)=O)cc3[nH]2)cc1OC,-0.2,6
Cc1cccc(-n2c(N)c(C(=O)NCCN3CCOCC3)c3nc4ccccc4nc32)c1,2.9,-3
O=c1[nH]c2cccnc2n1-c1cccc([N+](=O)[O-])c1,0.6,-2
COc1ccc(CNCC(=O)Nc2cc(C)nn2-c2nc(C)cc(C)n2)cc1OC,-0.9,-11
O=C(Nc1nc(-c2ccco2)c(-c2ccco2)s1)c1cnccn1,1.9,36
Cc1cccc(/C=C/c2onc(C)c2[N+](=O)[O-])n1,0.1,-7
CC(C(=O)N1CCCCC1)N(C)CC(=O)Nc1cccc(F)c1 (stereo not given),0.2,-5
O=C/C=C/c1coc2ccc3ccccc3c2c1=O,-1.4,103*
COc1cccc(-c2nc(-c3ccccn3)no2)c1,0.2,-6
CCOC(=O)c1sc(Nc2nc(OC)cc(OC)n2)nc1C,1.1,-4
O=C(NCCCNC(=O)NC1CCCCC1)NC1CCCCC1,-0.8,-6
CS(=O)(=O)c1ccccc1-c1csc(N2CCC(C(N)=O)CC2)n1,-0.2,0
COc1ccc(C2NC(C(=O)O)CS2)cc1COCC(F)(F)F (stereo not given),-0.9,2
Cc1cc(=O)n2[nH]c(-c3sccc3-n3c(C)ccc3C)cc2n1,2.9,5
Cc1ccc(S(=O)(=O)NCC(=O)OCN2C(=O)c3ccccc3C2=O)cc1,-0.4,-12
COc1ccc(N2C(=O)N3[C@H](c4cccc(C)c4)[C@@H]4C(=O)N(Cc5ccccc5)C(=O)[C@@H]4[C@]3(Cc3ccccc3)C2=O)cc1,1.0,-19
O=C(Nc1ccc(Nc2ccccc2)cc1)c1ccccc1,-1.1,-7
COc1cccc(-n2c(SCC(=O)NCCC3=CCCCC3)nc3n[nH]c(C)c3c2=N)c1,-0.6,-12
CCOCCn1c(=O)c2c(nc3n2CCN3c2ccc(C)cc2)n(C)c1=O,0.4,-12
COC(=O)c1c(NC(=O)c2ccc(S(=O)(=O)N3CCOCC3)cc2)sc2c1CCN(C)C2,1.6,-3

# 2 of the compounds above, as tab-separated lines.
mol	MsrA inhibitor	Scp1 inh
COc1ccc(N2C(=O)N3[C@H](c4cccc(C)c4)[C@@H]4C(=O)N(Cc5ccccc5)C(=O)[C@@H]4[C@]3(Cc3ccccc3)C2=O)cc1	1.0	-19
O=C(Nc1ccc(Nc2ccccc2)cc1)c1ccccc1	-1.1	-7

# (further entries)
SMILES,MsrA inhibitor,Scp1 inh
CCCCNC(=O)c1nn2cc(Br)cnc2c1Br,0.5,20
COC(=O)CCCCCN1C(=O)NC(c2ccc(-c3ccccc3)cc2)C(C(=O)OCc2ccccc2)=C1C (stereo not given),-0.1,-5
CC(=O)Nc1ccc(NC2=C(Cl)C(=O)c3ccccc3C2=O)cc1,-0.1,-6
O=c1c(Cl)c(Cl)cnn1Cc1ccccc1Cl,-1.2,-7
COC(=O)[C@@]1(Cc2ccc(F)cc2)[C@H]2c3cc(C(=O)N(C)C)n(Cc4nc5ccccc5[nH]4)c3C[C@H]2CN1C(=O)c1ccccc1,0.4,0
O=c1cc(COc2ccccc2[N+](=O)[O-])nc2sccn12,0.0,-9
CCC1CCCCN1Cc1cc(OC)c(O)c([N+](=O)[O-])c1 (stereo not given),1.0,-6
COC(=O)c1ccc(C23CC4(C2)[C@H](CN(CC2CCCCC2)[C@@H]4c2ccccc2)C3c2ccc(C(F)(F)F)cc2)cc1 (stereo not given in full),0.0,1
Cc1cccc(NC(=O)CN2C(=O)S/C(=C\c3ccc(-c4cccc(C(=O)O)c4C)o3)C2=O)c1,2.7,78*
CC1=C(C)SC(=C(C#N)c2nnc(N3CCOCC3)n2-c2ccccc2)S1,0.2,-3
C[C@@H](O)[C@@H]1NC(=O)c2cc([N+](=O)[O-])cc(I)c2NCC[C@@H](C(N)=O)NC(=O)CNC1=O,3.0,4
CN(C)C(=S)N=Nc1[nH]c2ccccc2c1O,-0.2,-3
CCC(Sc1nc(N)cc(=O)[nH]1)C(=O)NC(C(=O)OC)c1ccccc1 (stereo not given),-0.6,8
Cc1nccn1CC(=O)O,-0.1,-2
CC1=NN(c2nc(-c3ccc(C#N)cc3)cs2)C(=O)C1,1.8,-9
CCn1cc(C(=O)NCc2cccs2)c(=O)c2cc(S(=O)(=O)N3CCOCC3)ccc21,0.6,2
COC(=O)C1CC(O)CN1C(=O)NC1CCCCC1 (stereo not given),-1.5,2
Cc1ccc(S(=O)(=O)N2CCN(CC(=O)N/N=C/c3ccccc3OCC(=O)O)CC2)cc1,1.4,9
O=C(NCc1ccccc1)C1=C[C@@H](c2csc3ccccc23)C[C@@H](OCCCCO)O1,-0.9,-6
Cc1cc(=S)c2cccc(C)c2[nH]1,3.2,-1

# Sorted by value in MsrA inhibitor (falling): four from the list above
SMILES,MsrA inhibitor,Scp1 inh
Cc1cccc(NC(=O)CN2C(=O)S/C(=C\c3ccc(-c4cccc(C(=O)O)c4C)o3)C2=O)c1,2.7,78*
Cc1ccc(S(=O)(=O)N2CCN(CC(=O)N/N=C/c3ccccc3OCC(=O)O)CC2)cc1,1.4,9
CCn1cc(C(=O)NCc2cccs2)c(=O)c2cc(S(=O)(=O)N3CCOCC3)ccc21,0.6,2
O=c1cc(COc2ccccc2[N+](=O)[O-])nc2sccn12,0.0,-9

# MsrA inhibitor: hit marks shown above.
SMILES,MsrA inhibitor,Scp1 inh
CC(=O)C(Sc1ncnc2c1nnn2-c1ccc(F)cc1)C(=O)N(C)C (stereo not given),5.7*,-15

# Following part:
SMILES,MsrA inhibitor,Scp1 inh
CCn1cnc2cc(NCc3ccc(Br)cc3)ccc21,-1.0,-11
Cc1ccc2c(CN3CCOCC3)cc(=O)oc2c1,0.0,-27
O=C(Oc1ccccc1)c1cccc2cccc(C(=O)Oc3ccccc3)c12,-0.1,-22
Cc1ccc(Nc2ccc(C(=O)O)cc2N)cc1,1.9,-1
Fc1ccc(Oc2ccnc(Cl)n2)c(Cl)c1,-0.8,51*
CCOc1cc2nc(-c3ccc(OC)c(OC)c3)nc(N3CCOCC3)c2cc1OC,1.7,1
O=c1c2ccccc2nnn1CSc1nc2cc(Cl)ccc2c(=O)n1Cc1ccco1,1.4,-9
COC(=O)c1ccc(C23CC4(C2)[C@H](CN(Cc2ccc(C(F)(F)F)cc2)[C@@H]4c2ccccc2)C3c2ccc(Cl)nc2)cc1 (stereo not given in full),0.6,8
O=S(=O)(c1cccc2ccccc12)n1nnc2ccccc21,0.0,3
COc1ccc(C(C)=O)cc1CSc1nnc(SCc2cc(C(C)=O)ccc2OC)s1,-1.2,-18
Cc1ccc(S(=O)(=O)Nc2csc(C)c2C(=O)O)cc1,-1.5,61*
CCOc1ccc(NC(=O)CSc2nc3nc4c(cc3c(=O)n2CC)COC(C)(C)C4)cc1,-1.0,-10
CC(NC(=O)/C(C#N)=C/c1ccc(Cl)c([N+](=O)[O-])c1)c1ccccc1 (stereo not given),0.7,-7
C[C@@H](NC(=O)OC(C)(C)C)c1nnc(S(=O)(=O)Cc2ccccc2)o1,-1.1,2
O=C1c2ccccc2C(=O)N1CCCc1nc2ccccc2c(=O)n1-c1cccnc1,1.1,-1
Cc1nn2c(-c3cccc(NC(=O)CN4CCOCC4)c3)nnc2c2ccccc12,-1.2,6
Cc1cc(C2(c3cc(C)c(NC(=O)CN4CCOCC4)c(C)c3)CCCCC2)cc(C)c1NC(=O)CN1CCOCC1,-0.7,-7
CSc1nc(SCC(=O)NCC2CCCO2)c2c3c(sc2n1)CN(C)CC3 (stereo not given),0.7,-1
CC1=NOC(=O)/C1=C/c1ccc(N(C)C)cc1,1.8,-4
COc1cc(CN2CCN(c3ccc(C)cc3)CC2)cc([N+](=O)[O-])c1O,-0.9,-8
CC(=O)Nc1ccc(N=Cc2c(O)c(C(=O)Nc3ccccc3)cc3ccccc23)cc1,1.6,-8
O=C(Nc1cc(S(=O)(=O)N2CCOCC2)ccc1N1CCCC1)c1ccccc1C(F)(F)F,0.3,3
COc1ccc(-c2cn(Cc3ccc(C(=O)c4ccccc4)cc3)nn2)cc1,2.1,-4
COc1ccc(C2C(C(=O)Nc3cccc(C)n3)CCC(=O)N2c2ccc(OC)cc2)cc1 (stereo not given),-0.7,-5
COc1ccc(C(=O)NNC(=S)NC(=O)c2ccc(Cl)cc2)cc1,1.6,-12
COc1ccc(-c2csc(NNC3=NCCCCC3)n2)cc1,-0.2,-1
COCCN1C(=O)N[C@@H](c2ccccc2)C(C(C)=O)=C1C,0.7,-9
Cc1cc2c(s1)c1cnn(CC(=O)NCCc3ccccc3)c(=O)c1n2C,-1.8,-2
Cc1ccc(S(=O)(=O)N(C)c2ccc(OCC(=O)Nc3cc(C(=O)O)ccc3Cl)cc2)cc1,-0.2,11
CCOC(=O)N1CCC(NC(=O)c2cnn3c(C(F)(F)F)cc(-c4cccc(OC)c4)nc23)CC1,0.7,2
O=C(NCCNC(=O)c1cc(OCC(F)(F)F)ccc1OCC(F)(F)F)Nc1ccc(Cl)cc1,-0.2,0
O=S(=O)(c1cccs1)N1CN(C2CCCC2)c2nc3ccccc3nc21,2.0,9

# High-throughput results from PubChem BioAssay.
